ERp5 block: inhibitors of ERp5-driven insulin aggregation, primary screen, biochemical, turbidity, absorbance 650 nm, single point; 90 min; inhibition, % at 9.99 µM; actives 0.05% (n = 350,000); AID 651711, 2012;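 active means mean replicate inhibition above about 25%, with every replicate also reaching it, limit read from the data, passing the limit was not always enough; inconclusive means only one of those two criteria met; inactive means neither criterion met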
Target sequence (Q15084 whole entry, looked up): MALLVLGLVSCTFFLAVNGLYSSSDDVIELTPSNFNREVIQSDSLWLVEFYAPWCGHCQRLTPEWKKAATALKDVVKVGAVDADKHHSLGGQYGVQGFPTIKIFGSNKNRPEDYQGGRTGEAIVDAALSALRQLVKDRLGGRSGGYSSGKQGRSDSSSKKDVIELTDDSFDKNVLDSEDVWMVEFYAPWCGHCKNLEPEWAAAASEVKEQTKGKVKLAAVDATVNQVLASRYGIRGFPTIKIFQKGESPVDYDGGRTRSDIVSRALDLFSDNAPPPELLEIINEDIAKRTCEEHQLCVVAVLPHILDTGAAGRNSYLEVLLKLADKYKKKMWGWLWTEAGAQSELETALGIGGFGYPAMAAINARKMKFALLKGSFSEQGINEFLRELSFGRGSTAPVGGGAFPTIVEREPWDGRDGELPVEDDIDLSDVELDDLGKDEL
Statin myotox sup: suppressors of statin myotoxicity in C2C12 myotubes, primary screen, cell-based, single point, plate reader | C2C12 myotubes + simvastatin, ATP luminescence, 48 h; scaled: DMSO 0, geranylgeraniol control 100 | rescue of ATP level, % at 7.49 µM | actives 0.78% (n = 330,000);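 active means mean ATP rescue above about 67%, or every replicate alone reaching that limit, limit read from the data, passing the limit was not always enough; inconclusive means no clear call, values can overlap the other calls; inactive means mean under the limit and some replicate under it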;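 further: myotubes were challenged with 10 µM simvastatin during compound exposure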
SIRT5 block: SIRT5 desuccinylase inhibitors, primary screen, biochemical, fluorescence imaging, single point, set 5 | NAD-dependent protein deacylase sirtuin-5, mitochondrial (Homo sapiens), Q9NXA8 | Purified SirT5, succinyl-peptide AMC, trypsin-coupled fluorescence | inhibition, % at 15 µM | actives 1.1% (n = 330,000) | AID 652115, 2013; in the data active means inhibition above about 15%; inconclusive means no clear call, values can overlap the other calls
Target sequence (Q9NXA8 whole entry, looked up): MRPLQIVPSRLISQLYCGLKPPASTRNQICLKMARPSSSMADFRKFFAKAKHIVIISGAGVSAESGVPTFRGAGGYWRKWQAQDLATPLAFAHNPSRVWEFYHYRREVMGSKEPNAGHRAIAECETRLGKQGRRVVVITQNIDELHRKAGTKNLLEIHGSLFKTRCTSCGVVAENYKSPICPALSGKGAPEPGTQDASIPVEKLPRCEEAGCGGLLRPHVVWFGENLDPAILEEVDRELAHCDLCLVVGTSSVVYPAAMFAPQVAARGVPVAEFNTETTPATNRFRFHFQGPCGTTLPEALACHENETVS
miR122 inh: miR-122 Renilla sensor signal increase in Huh7, primary screen, miR-122 inhibitor project, cell-based, single point, plate reader; AID 602342, 2012; Huh7 miR-122 Renilla luciferase sensor, 48 h; neutral wells = 0, positive control = 100; activation (reporter increase), % at 12.5 µM; actives 0.3% (n = 340,000);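 active means mean replicate activation score at least 90 and every replicate individually at or above 90; inconclusive means only one of the two criteria met; inactive means neither criterion met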;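 further: higher luciferase means less miR-122 activity so hits act as miR-122 inhibitors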
ARNT-TACC3 inh: disruptors of ARNT/TACC3 protein interaction, primary screen, biochemical, AlphaScreen, single concentration; Transforming acidic coiled-coil-containing protein 3 (Homo sapiens), Q9Y6A5; AlphaScreen His-ARNT PAS-B/GST-TACC3 binding, luminescence; TACC3 fragment carries E629A point mutation; inhibition, % at 9.99 µM; actives 0.66% (n = 390,000); AID 623870, 2012;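 active means mean inhibition of replicates at least 50% and at least half of replicates each reaching 50%; inconclusive means half or more replicates reach 50% but mean below 50%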;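 further: 0% = complete ARNT plus TACC3 wells and 100% = ARNT alone without TACC3; many hits fall short of the cut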
esBAF inh: Bmi1 luciferase reporter increase in mESCs, primary screen, esBAF inhibitor project, mouse ES cells, Bmi1 luciferase knock-in, single point | 24 h; 100% = twice the neutral-well signal | reporter increase, % at 12.5 µM | actives 2% (n = 350,000) | AID 602393, 2012; in the data active means activation above about 40%; inconclusive means no clear call, values can overlap the other calls;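 further: 0% = median of the plate's neutral control wells and 100% = double that signal; a rise in the Bmi1 reporter signal indicates esBAF inhibition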
Cneo AK release: Cryptococcus neoformans cell lysis inducers, primary screen, AK release luminescence, single concentration | C. neoformans lysis, adenylate kinase release luminescence, 4 h; normalised: neutral wells 0, clomiphene wells 100 | lysis activity, % at 15 µM | actives 0.2% (n = 360,000) | AID 651654, 2012;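 active means mean lysis activity across replicates of at least 80%, whatever share of replicates individually reach that level; inactive means mean lysis activity below 80%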
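Test system: log-phase Cryptococcus neoformans yeast cells. Input: 5 × 10^6 yeast cells/mL. Medium: fresh YPD growth medium. Doses: single dose. Incubation: static 4 h at 37 °C with compound, 1 h detection. Measured by: luminescent adenylate kinase detection reagent. Read-out: signal increase indicating cell lysis. Benchmarks: Clomiphene.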
The depositor's hits bear a star; ? = inconclusive; . = not tested or not shown; [ ] = dose if it differs, or a comment. An unsorted share of the library, and some 4% of all compounds hit somewhere here.

SMILES | ERp5 block | Statin myotox sup | SIRT5 block | miR122 inh | ARNT-TACC3 inh | esBAF inh | Cneo AK release
N#C/C(=C\c1ccc(O)c([N+](=O)[O-])c1)c1nc2ccccc2s1 | 8 | -126 | 0 | 22 | 3 | 5 | -2
CCOC(=O)c1ccc(NCc2cccnc2)cc1 | -4 | 8 | 0 | 0 | -1 | 17 | 4
O=S(=O)(c1ccc(Cl)cc1)c1snnc1-c1ccccc1 | . | -29 | . | -13 | 10 | 13 | -4
Cc1ccc(-n2ncc3c2ncn2nc(-c4ccco4)nc32)c(C)c1 | . | . | . | -8 | -2 | . | -5
CC1(C(=O)NS(=O)(=O)C2CC2)CCCN(C(=O)c2cccc(Cl)c2)C1 (stereo unspecified) | -3 | 5 | -1 | . | . | -2 | 2
CCc1nnc(NC(=O)c2ccc(S(=O)(=O)N3CCCCC3)cc2)s1 | -1 | 3 | . | . | -2 | 16 | -6
CCCCN(CCCC)c1nc(OC)nc(-n2nnc(C(C)=O)c2C)n1 | . | 28 | . | 0 | -14 | -4 | 4
Cc1cccn2c(=O)c(/C=C(\C#N)C(=O)NC3CCS(=O)(=O)C3)c(Oc3ccc(F)cc3)nc12 (stereo unspecified) | -2 | -6 | -10 | . | . | -4 | 6
C[C@@H]1CN([C@@H](C)CO)C(=O)c2cc(/C=C/c3ccccc3)cnc2O[C@H]1CN(C)C(=O)c1ccc2c(c1)OCO2 | -6 | 32 | -4 | -12[16.7 µM] | 4 | 10 | -2
O=C(O)CC1S/C(=N/N=C/c2ccc([N+](=O)[O-])cc2)N(c2ccc(O)cc2)C1=O (stereo unspecified) | -13 | . | 5 | -4 | 0 | . | .
CCNC(=O)[C@@H]1[C@@H](CO)[C@@H]2Cn3c(ccc(-c4ccc(OC)cc4)c3=O)[C@H]1N2S(C)(=O)=O | 4 | 16 | -73 | 2[16.7 µM] | -7 | -7 | -1
COc1ccc(NC(=O)C(CCS(C)(=O)=O)NC(C)=O)cc1 (stereo unspecified) | . | -12 | . | 1 | -3 | -1 | -2
CCC(=O)N1[C@H](CO)[C@H](c2ccccc2)[C@@H]1CNC(=O)CN1CCOCC1 | -1 | 8 | 5 | -18[16.7 µM] | -12 | 4 | 1
COc1ccc(-c2ccnc3c(Br)c(C)nn23)cc1 | 1 | -31 | 1 | 5 | -17 | -4 | -4
Cc1c(Cl)cccc1NC(CC(=O)c1ccccc1)C(=O)OCC(=O)c1cccs1 (stereo unspecified) | . | . | . | -2 | 1 | . | -2
Cc1ccc(-n2c(SCC(=O)Nc3ccc(C(=O)O)cc3)nnc2-c2ccncc2)cc1 | -1 | . | 6 | 7 | -5 | . | -5
CCC(=O)c1ccc(OC(C)C(=O)NC2(C#N)CCCCC2)cc1 (stereo unspecified) | 2 | . | -3 | . | 16 | . | .
Cc1cccc([C@@H]2[C@@H]3C(=O)N(Cc4ccccc4)C(=O)[C@@H]3[C@]3(Cc4ccc(Cl)cc4)C(=O)N(c4cccc(Br)c4)C(=O)N23)c1 | 4 | 5 | 5 | . | -2 | 7 | -3
CCOC(=O)N1CCC(NC(=S)Nc2ccc3nc(N4CCN(CC)CC4)cc(C)c3c2)CC1 | 3 | . | -5 | . | -1 | . | .
CCCOc1ccc(N2CC(C(=O)NCCc3ccc(OC)c(OC)c3)CC2=O)cc1 (stereo unspecified) | -1 | . | -6 | . | -5 | . | .
Cc1noc(C)c1NC(=O)N(C)C[C@@H]1Oc2c(NS(=O)(=O)c3cccs3)cccc2C(=O)N([C@@H](C)CO)C[C@H]1C | -4 | -26 | 11 | 0[16.7 µM] | -6 | 7 | 3
Cc1ccc(NC(=O)COc2ccccc2)c(NC(=O)c2ccccc2C)c1 | . | 2 | . | 1 | -8 | 0 | 0
C[C@H](CO)N1C[C@H](C)[C@H](CN(C)S(=O)(=O)c2ccccc2)Oc2c(NS(=O)(=O)c3ccc(F)cc3)cccc2C1=O | . | -23 | 5 | 19[16.7 µM] | 4 | -7 | -2
Cc1cc2nccc(-c3cccnc3)n2n1 | 2 | . | 1 | -2 | -5 | . | .
O=C1NC2=C(C(=O)OC2)C(c2ccc(OC(F)(F)F)cc2)N1 (stereo unspecified) | 7 | 9 | -6 | -2 | -8 | -6 | 2
Clc1ccc(-c2nn3c(-c4ccccc4)nnc3s2)cc1 | . | -68 | . | -2 | 0 | -1 | 1
Cc1cc(S(=O)(=O)N2CCN(c3ccc(F)cc3)CC2)c(C)s1 | 2 | 10 | 7 | 7 | -5 | -13 | 1
CC(=O)NN1C(=O)c2ccccc2NC1c1ccco1 (stereo unspecified) | 2 | 8 | -9 | -3 | 5 | -10 | -3
CCN(CCNC(=O)c1cc(C)nn1-c1ccccc1)c1ccccc1 | -5 | 27 | -2 | 5 | 10 | 0 | -1
CC(C)NC(=O)Nc1ccc2c(c1)CC(=O)N([C@@H](C)CO)C[C@@H](C)[C@H](CN(C)C(=O)Nc1ccc(C(F)(F)F)cc1)O2 | -4 | -10 | -3 | -1[16.7 µM] | -1 | -3 | -2

Record cards (already shown). Screens in order: ERp5 block | Statin myotox sup | SIRT5 block | miR122 inh | ARNT-TACC3 inh | esBAF inh | Cneo AK release
`CC(=O)NN1C(=O)c2ccccc2NC1c1ccco1` (stereo unspecified) in the list: 2 | 8 | -9 | -3 | 5 | -10 | -3
`CCC(=O)c1ccc(OC(C)C(=O)NC2(C#N)CCCCC2)cc1` (stereo unspecified) in the list: 2 | . | -3 | . | 16 | . | .
`CC(C)NC(=O)Nc1ccc2c(c1)CC(=O)N([C@@H](C)CO)C[C@@H](C)[C@H](CN(C)C(=O)Nc1ccc(C(F)(F)F)cc1)O2` in the list: -4 | -10 | -3 | -1[16.7 µM] | -1 | -3 | -2
`Cc1ccc(NC(=O)COc2ccccc2)c(NC(=O)c2ccccc2C)c1` in the list: . | 2 | . | 1 | -8 | 0 | 0
`Cc1cccc([C@@H]2[C@@H]3C(=O)N(Cc4ccccc4)C(=O)[C@@H]3[C@]3(Cc4ccc(Cl)cc4)C(=O)N(c4cccc(Br)c4)C(=O)N23)c1` in the list: 4 | 5 | 5 | . | -2 | 7 | -3

Exported field by field: entries from further up
Clc1ccc(-c2nn3c(-c4ccccc4)nnc3s2)cc1
- ERp5 block = .
- Statin myotox sup = -68
- SIRT5 block = .
- miR122 inh = -2
- ARNT-TACC3 inh = 0
- esBAF inh = -1
- Cneo AK release = 1

Cc1cc2nccc(-c3cccnc3)n2n1
- ERp5 block = 2
- Statin myotox sup = .
- SIRT5 block = 1
- miR122 inh = -2
- ARNT-TACC3 inh = -5
- esBAF inh = .
- Cneo AK release = .

CCN(CCNC(=O)c1cc(C)nn1-c1ccccc1)c1ccccc1
- ERp5 block = -5
- Statin myotox sup = 27
- SIRT5 block = -2
- miR122 inh = 5
- ARNT-TACC3 inh = 10
- esBAF inh = 0
- Cneo AK release = -1

Next results:
SMILES | ERp5 block | Statin myotox sup | SIRT5 block | miR122 inh | ARNT-TACC3 inh | esBAF inh | Cneo AK release
COc1ccc(N(CC(=O)Nc2ccc3c(c2)OCO3)S(=O)(=O)c2ccccc2)cc1 | 1 | 0 | 0 | -5 | -8 | -4 | -1
O=C(CCCOc1ccc(Br)cc1)Nc1ccc(S(=O)(=O)N2CCOCC2)cc1 | -6 | . | -1 | . | 4 | . | 0
COc1ccc(C(=O)NC=C2C(=O)OC(C)(C)OC2=O)cc1 | -5 | . | -1 | . | -7 | . | .
COCCCn1c(-c2ccccc2)nc2ccccc2c1=O | . | -7 | . | -6 | -4 | 1 | -1
Nc1cc2c(cc1C(=O)c1ccccc1)OCCO2 | . | 2 | . | -2 | 13 | -6 | 3
O=C(N[C@H]1CC[C@H](CCn2cc(C3(O)CCCC3)nn2)O[C@@H]1CO)C1CC1 | -6 | 3 | 1 | . | -8 | -24 | 2
CC(C)=CCN(C(=O)C#Cc1ccccc1)[C@H](CO)c1ccccc1 | 1 | . | 13 | . | 17 | . | -1
COC(=O)CSc1nc2cc3c(cc2cc1C)OCO3 | 0 | -18 | -3 | -1 | -4 | 0 | -1
O=S(=O)(NCc1ccccn1)c1ccc2ccccc2c1 | 2 | 1 | 1 | . | . | 4 | 0
COc1ccc(-n2nc3c(c2NC(=O)c2c(-c4ccccc4Cl)noc2C)CS(=O)(=O)C3)cc1 | -5 | -21 | -2 | -1 | -4 | -12 | 2
CN(C(=O)C(C)(C)C)[C@H]1C[C@H]2c3[nH]c4ccccc4c3CCN2C(=O)[C@H]1CO | 1 | 12 | -10 | -4 | . | -8 | 2
C[C@@H]1CN([C@H](C)CO)C(=O)c2cccc(NS(=O)(=O)c3ccc(Cl)cc3)c2O[C@@H]1CN(C)C(=O)Nc1ccccc1 | -2 | 11 | 0 | 19[16.7 µM] | . | -3 | 3
N#Cc1ccc(OCC(O)CN2CCC(C(O)(c3ccccc3)c3ccccc3)CC2)cc1 (stereo unspecified) | 1 | -9 | -4 | -7 | 10 | -2 | 2
CCn1c(SCc2ccccc2)nnc1C1CCCCC1 | . | -2 | . | 16 | -2 | -5 | 0
Cc1nc(NC(=O)CSc2nnc(C3CC3)n2C)sc1C(=O)N(C)C | 2 | 6 | 1 | 1 | . | 8 | 0
C[C@@H]1CN([C@H](C)CO)C(=O)Cc2cc(NS(=O)(=O)c3cccs3)ccc2O[C@H]1CN(C)Cc1ccc2c(c1)OCO2 | -4 | 17 | 4 | 6[16.7 µM] | -18 | 5 | 42
CCN1CCN(Cc2c(O)ccc3c(C)cc(=O)oc23)CC1 | 4 | 13 | -129 | -4 | -6 | 3 | 2
C[C@H]1CN([C@@H](C)CO)C(=O)Cc2cc(NC(=O)Cn3cnnn3)ccc2O[C@@H]1CN(C)Cc1ccc(-c2ccccc2)cc1 | 0 | 25 | 4 | -8[16.7 µM] | -1 | -1 | 2
CN(C(=O)c1cccc(NC(=O)Cc2ccc(NC(=O)C3CCN(C(=O)C4CCC4)CC3)cc2)c1)C1CCC1 | -3 | 3 | -3 | -4 | -1 | -6 | 0
CCCn1c(SCC(=O)OCc2ccccc2)nc2c1c(=O)n(C)c(=O)n2C | . | . | . | -5 | -3 | 8 | 8
O=C(c1ccco1)N1CCN(/C(=N/S(=O)(=O)c2cccs2)c2ccccc2Cl)CC1 | . | . | . | 0 | -10 | -4 | 1
C[C@H]1CN([C@@H](C)CO)S(=O)(=O)c2ccc(C3=CCCC3)cc2O[C@@H]1CN(C)Cc1ccccn1 | 0 | -45 | 3 | 22[16.7 µM] | 4 | 0 | 0
CCOc1c(OC(C)=O)ccc(/C=C/c2ccc3cccc(OC)c3n2)c1[N+](=O)[O-] | -1 | . | 0 | . | 0 | . | -5
C[C@H](CO)N1C[C@H](C)[C@@H](CN(C)Cc2ccncc2)Oc2cc(-c3ccccc3)ccc2S1(=O)=O | ? | -158 | 2 | 9[16.7 µM] | 13 | -11 | -7
Cc1ccc(S(=O)(=O)Nc2nncs2)cc1 | . | -2 | . | -6 | -12 | -4 | -2
CCOC(=O)C1CCN(C(=O)c2sc3nc(-c4ccc(F)cc4)cn3c2C)CC1 | . | 14 | . | 19 | -4 | 2 | -1
CN(N)c1nc(-c2ccccc2)cc(-c2ccccc2)n1 | 2 | 13 | -1 | 0 | 1 | -6 | 3
Cc1cc(OCCN2CCCC2)cc(C(C)C)c1 | . | . | . | 3 | -5 | . | 7
Cc1ccc(Cl)c(OCCCN(C)Cc2ccccc2)c1 | -3 | 0 | -3 | -6 | -2 | -2 | -7
Cc1nn(-c2ccc(N3CCOCC3)nn2)c(C)c1CCC(=O)Nc1ccccc1 | -22 | 5 | 1 | 2 | 1 | 39 | 17
